High-throughput results from PubChem.
CaV13 FRET inh = Disruptors of the CACNA1D IQ motif to Ca2+-dependent inactivation inhibitor domain association, primary screening, Förster resonance energy transfer in intact living …; HEK cells, CFP/YFP FRET ICDI-IQ, plate reader, 10 min; percent FRET-ratio fall versus neutral wells; inhibition, % at 12.3 µM; 340,000 tested, 0.098% active; AID 743397;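 active = mean replicate inhibition of at least 30% and at least 1% of replicates passing that level; inconclusive = only one of the two criteria is met; inactive = neither criterion is met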;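 note: 0% = median of the neutral control wells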
aDG glyco up = increases alpha dystroglycan glycosylation; Pro5-aDG cells, alpha-DG glycosylation AlphaScreen (IIH6); 0% Pro5, 100% B10-LARGE cell signal; AID 624168; activation, % at 10 µM; 360,000 tested, 0.22% active;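 active = activation of at least 8% versus controls, or a plate z-score of at least 8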;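 note: Pro5 are CHO cells carrying HIG-tagged alpha-DG that lacks glycosylation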
H9c2 protect = myocardial damage modulation in H9c2 cells; H9c2 cardiomyocytes, H2O2 injury protection, ATPLite, 2 h; protection from H2O2 cell death, % at 20 µM; 360,000 tested, 0.63% active; AID 588492;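 active = compounds giving at least 50% protection of heart cells from peroxide-induced death in the single-dose screen, raw or plate-pattern-corrected value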;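 note: 0% = DMSO wells with peroxide and 100% = DMSO wells without peroxide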
m5-HT2A agonist = activates the mouse 5-HT2A serotonin receptor; 360,000 tested, 0.66% active; CHO-K1 mHTR2A beta-arrestin complementation, luminescence; percent of 30 µM serotonin response; activation, % at 7.6 µM;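 active = activation above a run cutoff, the mean activation of all tested compounds plus 3 SD, cut at about 14% in these data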;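 note: 0% = plate median of compound wells and 100% = 30 µM serotonin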
Target sequence (P35363 whole entry, looked up): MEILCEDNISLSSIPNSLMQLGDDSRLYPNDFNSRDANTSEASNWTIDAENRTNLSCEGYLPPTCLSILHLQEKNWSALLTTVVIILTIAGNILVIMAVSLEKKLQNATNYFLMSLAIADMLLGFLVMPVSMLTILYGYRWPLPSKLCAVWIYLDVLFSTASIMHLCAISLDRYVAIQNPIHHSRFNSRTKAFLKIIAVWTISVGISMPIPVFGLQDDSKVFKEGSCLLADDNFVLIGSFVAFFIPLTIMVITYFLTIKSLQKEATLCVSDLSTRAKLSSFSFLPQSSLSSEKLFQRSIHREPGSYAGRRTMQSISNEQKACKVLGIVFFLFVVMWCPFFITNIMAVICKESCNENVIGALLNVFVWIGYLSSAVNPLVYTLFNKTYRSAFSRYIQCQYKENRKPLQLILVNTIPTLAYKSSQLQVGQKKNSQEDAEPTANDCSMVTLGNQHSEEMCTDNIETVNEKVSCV
iPSC survival up = hiPSC single-cell survival enhancement. ATPlite luminescence; 100% = ROCK inhibitor wells, 0% = DMSO. survival enhancement, % at 20 µM. 360,000 tested, 0.044% active. AID 602274; in the data active = survival enhancement above about 18%;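 note: cells exposed to compounds for 16 hours before the ATP read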
ABCB6 inh MLPCN = inhibitors of human ABC transporter ABCB6. 360,000 tested, 0.19% active. Q9NP58. fluorescence ratio to DMSO, % at 10 µM. K562-ABCB6 porphyrin accumulation, flow cytometry, 1 h; hits give low values;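 active = fluorescence ratio to DMSO below 75%, the collection mean minus 3 SD; inconclusive = too few cells collected in the well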;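 note: signal is porphyrin accumulated inside mitochondria; 100% equals median channel fluorescence of DMSO control wells; lower ratio means ABCB6 inhibition with less porphyrin fluorescence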
Vif imaging = inhibitors of HIV Vif; HEK293T cells, Vif self-association by quenched fluorescence, imaging, 24 h; inhibition, % at 7.49 µM; 340,000 tested, 0.35% active; in the data active = inhibition above about 50%, passing the limit was not always enough; inconclusive = no clear call, values can overlap the other calls; inactive = below about 31%; note: some results filed as inactive read as strong as hits
Glyco luc inh = N-linked glycosylation inhibition; reporter increase, % at 12.5 µM; AID 588692; 360,000 tested, 0.23% active; D54 ERlucT glycosylation luciferase reporter, 24 h; percent of 100 nM tunicamycin response;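 active = mean luciferase reporter signal, scaled so untreated is 0 and the glycosylation-blocking control 100, at or above a set limit in every replicate; inconclusive = mean reaches the limit but not every replicate does; inactive = mean below the limit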;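 note: luciferase carries N-glycosylation sites so blocking glycosylation raises the light; 0% = median of neutral control wells and 100% = median of 100 nM tunicamycin wells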
Granule exo inh = blocks lytic granule exocytosis; inhibition, % at 10 µM; 360,000 tested, 0.66% active; TALL-104 LAMP-1 surface exposure, flow cytometry; cells stimulated with thapsigargin and PMA; AID 651702;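 active = inhibition above about 55%, limit read from the data; inconclusive = no clear call, values can overlap the other calls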
PDI turbidity = blocks human protein disulfide isomerase activity. 350,000 tested, 0.052% active. inhibition, % at 10 µM. PDI insulin aggregation turbidity, A650, 90 min. P07237. AID 588391;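 active = mean inhibition across replicates of 30% or more, whatever share of single replicates reach that level; inconclusive = mean inhibition below 30% while every single replicate reaches 30%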;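 note: absorbance from insulin aggregation driven by PDI reduction with DTT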
Target sequence (P07237 whole entry, looked up): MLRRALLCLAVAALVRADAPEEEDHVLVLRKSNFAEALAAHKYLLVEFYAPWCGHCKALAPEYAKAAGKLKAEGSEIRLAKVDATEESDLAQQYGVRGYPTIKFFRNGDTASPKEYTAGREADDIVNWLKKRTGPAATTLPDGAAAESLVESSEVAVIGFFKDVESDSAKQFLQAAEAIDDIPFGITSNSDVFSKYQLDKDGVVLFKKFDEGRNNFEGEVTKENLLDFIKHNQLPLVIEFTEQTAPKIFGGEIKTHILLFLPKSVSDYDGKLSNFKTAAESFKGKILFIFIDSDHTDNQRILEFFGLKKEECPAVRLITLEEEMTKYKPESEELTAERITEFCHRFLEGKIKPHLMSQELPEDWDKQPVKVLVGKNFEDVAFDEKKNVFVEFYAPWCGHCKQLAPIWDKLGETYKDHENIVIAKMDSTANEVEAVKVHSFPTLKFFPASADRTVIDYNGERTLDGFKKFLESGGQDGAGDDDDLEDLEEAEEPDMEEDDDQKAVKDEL
* marks the source's active call; other numbers are inactive results; ? = inconclusive; . = not tested or not shown.

smiles	CaV13 FRET inh	aDG glyco up	H9c2 protect	m5-HT2A agonist	iPSC survival up	ABCB6 inh MLPCN	Vif imaging	Glyco luc inh	Granule exo inh	PDI turbidity
O=C1CCC(/C=C/c2ccccc2)=NN1Cc1ccc(F)cc1	3.3	-0.3	1.5	-4.8	-0.3	90.0	13.9	2.2	4.2	-1.4
N#CCOC(=O)c1cc(S(=O)(=O)N2CCCCC2)ccc1N1CCOCC1	-11.4	-0.2	-6.2	1.1	1.5	101.0	0.0	2.1	2.6	-6.3
Cc1ccc(C(=O)OCC(=O)c2c(N)n(C)c(=O)n(C)c2=O)cc1S(=O)(=O)N1CCOCC1	-5.3	-0.1	2.7	3.0	0.3	93.0	1.1	0.7	6.8	-5.1
CSCCC(NC(=O)COc1ccccc1)C(=O)OCCOc1ccc(C)cc1 (stereo unspecified)	-3.0	0.0	-0.7	7.9	-0.4	99.0	7.9	4.0	0.5	-12.8
O=C(CSc1nc(-c2ccco2)cc(C(F)(F)F)n1)NC1CCCCCCC1	.	0.3	-8.4	3.7	3.0	103.0	-11.8	-1.9	-0.8	21.0
Cc1ccc(OCc2nc3ccccc3n2C(C(=O)NC(C)(C)C)c2ccncc2)cc1 (stereo unspecified)	-10.5	0.1	.	-3.0	.	.	.	.	-0.8	.
Cc1ccc(-c2nc3c(=O)n(C)c4ccccc4c3o2)cc1	.	0.0	-5.4	3.0	-1.3	92.0	2.8	14.6	-4.1	6.1
COc1ccc(CNC(=O)CN(c2ccc(C)cc2)S(=O)(=O)c2c(C)noc2C)cc1	-1.9	0.4	-0.6	-2.5	-0.5	100.0	-3.5	-2.9	8.1	14.6
Cc1cc(O)ccc1NC(=O)c1ccccc1	-7.6	-0.2	1.9	0.5	-0.2	101.0	9.9	0.1	-2.8	-13.1
Cc1nn(Cc2c(F)c(F)c(F)c(F)c2F)c(C)c1NC(=O)c1nn(C)cc1Br	.	0.0	-3.1	2.1	-0.3	96.0	-0.1	0.8	0.5	-1.7
O=C(Cn1nnc2ccccc2c1=O)N[C@H](C(=O)O)c1ccccc1	-2.4	0.0	-1.7	-3.3	0.2	98.0	-1.1	-0.1	0.0	15.9
Cn1cccc([N+](=O)[O-])c1=O	-5.8	-0.1	6.9	7.3	2.3	97.0	7.9	0.2	-1.5	-4.2
CC(C)Sc1nc(N2CCOCC2)c2c(c1C#N)CC(C)(C)SC2	-8.6	-0.1	-9.0	-1.0	-0.1	98.0	0.8	-2.3	2.2	-4.6
COc1ccc(C=O)cc1Cn1ccnc1C	-5.1	0.1	7.6	-0.2	-1.9	97.0	-8.4	1.3	-0.4	-6.5
Cc1ccc(S(=O)(=O)NCC(=O)NNC(=O)c2ccccc2Cl)cc1C	-2.3	-0.2	0.9	-4.2	1.3	97.0	4.1	2.6	-4.1	2.2
COc1ccc(NC(=O)Nc2c(C)n(-c3ccccc3)c(=O)n2C)cc1OC	-6.1	-0.1	11.8	3.8	-0.6	93.0	1.5	-0.2	-1.0	1.7
C[n+]1cccc(C2C(C#N)=C(N)Oc3c2ccc2ccccc32)c1 (stereo unspecified)	-12.0	0.0	4.4	-0.5	-0.5	100.0	2.8	16.7	-5.6	-2.3
CCOC(=O)c1cnn2c(C(F)F)cc(C3CC3)nc12	.	0.0	3.1	8.7	4.5	104.0	5.7	1.1	-1.4	6.7
Cc1ccc(C(=O)Nc2ccc3ccccc3c2)cc1	-21.5	0.3	-20.2	-5.7	-0.9	99.0	-7.1	-21.6	7.3	-0.5
Cc1c(C(=O)NCc2ccc3c(c2)OCO3)cccc1[N+](=O)[O-]	-3.1	-0.1	4.9	6.9	1.2	102.0	0.0	1.1	-1.3	6.4
O=C(NC1CCN(C(=O)N2c3ccccc3Sc3ccccc32)CC1)c1ccco1	-3.7	0.0	-6.2	5.6	-3.5	99.0	-10.0	-1.9	1.8	7.5
O=C(NN1CCOCC1)c1ccccc1NS(=O)(=O)c1ccc(F)cc1F	-15.4	0.0	-1.0	1.1	1.3	98.0	10.4	1.8	48.7	12.4
CC(C)(C)NC(=O)C(c1ccncc1)N(C(=O)C1CSC(=O)C1)c1ccccc1 (stereo unspecified)	-3.0	0.4	14.7	1.4	-0.3	105.0	-10.8	-1.4	-0.5	-1.9
COc1ccc(-c2c(-c3ccc(OCC(=O)NN)cc3O)n[nH]c2C)cc1	1.0	0.0	2.7	-6.6	-0.1	106.0	27.8	1.0	-1.1	-0.9
Cc1ccc(CSCC(=O)N/N=C/c2cccc(OC3CSC3)c2)cc1	-5.6	0.2	-7.9	-1.4	-0.3	101.0	-20.1	-1.9	-0.9	-3.3
COc1ccc(-c2nnc(SCc3ccc(C(=O)O)cc3)o2)cc1OC	-7.2	0.0	3.2	-3.5	0.2	105.0	0.1	0.6	0.1	-2.4
Cc1ccsc1CNC1CCCCC1	-2.7	0.1	1.8	10.0	0.0	100.0	-12.1	2.9	-2.2	-1.8
COc1ccc(OC)c(-n2c(-c3ccc(C)cc3)n[nH]c2=S)c1	-4.9	-0.2	-0.4	-1.6	-2.3	99.0	0.3	3.8	-0.9	13.5
COc1ccc(C2=NS(=O)(=O)N(C)C(C(=O)NC3CCCCC3)=C2)cc1	-5.6	-0.1	-12.3	4.8	3.4	101.0	2.1	-0.8	3.0	.
CN(C)c1ccc(/C=N/NS(=O)(=O)c2ccc(Br)cc2)cc1	-14.8	-0.2	-3.9	2.1	0.3	95.0	.	0.2	0.0	3.7
O=S(=O)(c1ccc2ccccc2c1)N1CCNCC1	.	-0.1	-0.8	-2.4	0.1	100.0	9.8	2.8	-2.6	3.9
CCOC(=O)C1=CN(Cc2cccc(-c3ccc4c(c3)OCO4)c2)S(=O)(=O)N(C)C1C (stereo unspecified)	-4.9	0.1	-15.9	-6.8	-1.1	96.0	4.4	-0.3	-0.4	4.8
COC(=O)c1ccc(C[n+]2ccccc2)cc1	-6.1	-0.3	7.0	2.4	-0.5	105.0	-3.0	0.8	-7.0	-9.9
O=C(c1sc2cc([N+](=O)[O-])ccc2c1Cl)N1CCCCC1	-2.7	0.0	-0.4	2.8	-0.7	87.0	-8.0	-2.7	4.6	-15.0
O=C(O)c1cccc(NC(=O)c2ccccc2NC(=O)c2cccc([N+](=O)[O-])c2)c1	-6.4	0.8	6.4	-0.3	0.2	334.0	-0.4	1.0	-4.1	1.1
Cc1ccc(S(=O)(=O)N(CC(=O)Nc2cccc([N+](=O)[O-])c2)C(=O)N2CCN(C)CC2)cc1	.	0.0	-5.2	-2.9	0.0	99.0	4.1	0.4	-1.1	-2.3
CSc1nc2nccc(-c3ccc(Cl)cc3)n2n1	-5.5	0.4	-6.0	-5.6	3.9	92.0	-1.5	3.1	-1.3	-5.2
COC(=O)c1nn(-c2ccc(OC)cc2)ccc1=O	-6.3	-0.1	1.4	-2.7	1.5	100.0	-10.5	2.0	-0.6	-11.7
CCOc1c(Br)cc(C(=O)NCCCn2ccnc2)cc1OC	-4.9	-0.1	3.3	-7.3	-0.8	94.0	-9.2	4.4	5.2	-68.5
Cc1ccc(S(=O)(=O)N2CCC(C(=O)N[C@@H](C)C(=O)Nc3ccc(F)cc3)CC2)cc1	-1.9	-0.1	-1.2	-2.6	-0.3	107.0	-0.9	-10.4	?	-2.9
Cc1ccc(CC(=O)Nc2ccc([N+](=O)[O-])cc2C)cc1	2.3	0.2	4.6	-1.9	1.0	115.0	-1.8	1.3	-1.9	-0.9
CCCOCCOC(=O)c1[nH]c2c(c1C)C(=O)CC(c1cc(OC)ccc1OC)C2 (stereo unspecified)	-5.1	-0.2	28.7	3.6	-2.5	100.0	29.8	6.8	-1.1	.
COc1ccccc1N1CCN(C(c2cccs2)c2nnnn2C2CCCC2)CC1 (stereo unspecified)	-10.6	0.3	-6.7	2.5	2.0	98.0	-2.3	-4.8	-3.0	-1.9
O=C1CC(c2ccccc2)CC(O)=C1C=NCc1ccccc1 (stereo unspecified)	-8.4	0.0	0.1	-0.9	-2.3	103.0	5.0	3.8	-0.5	-2.8
c1ccc(Nc2nc(N3CCCCC3)nc(N3CCNCC3)n2)cc1	.	2.1	-0.3	54.7*	0.2	104.0	-1.7	-0.7	9.1	-0.8
CCCCOCCCNC(=S)Nc1ccc(S(=O)(=O)N2CCOCC2)cc1	-0.8	0.2	-5.1	-2.9	0.2	97.0	-3.7	2.5	-10.3	-3.6
CN(CC(=O)NCCc1ccc(S(N)(=O)=O)cc1)c1ccccc1	-1.7	-0.3	7.7	-2.8	2.1	90.0	-4.5	1.2	-1.5	-1.0
CCOc1ccc(CCN2C(=O)C(=O)N([C@@H](CC(C)C)CN3CCC[C@@H]3CN3C(=O)C(=O)NC[C@@H]3Cc3ccccc3)C[C@@H]2Cc2ccc(O)cc2)cc1	-5.2	-0.3	10.8	3.5	-0.9	101.0	.	1.4	-2.6	53.8*
Cc1ccc(NC(=O)C2CC(Cl)=CCC2C(=O)O)c([N+](=O)[O-])c1 (stereo unspecified)	6.1	-0.6	12.1	-1.9	-2.3	98.0	-0.5	1.7	6.9	-0.7
CCOc1ccc(-n2nnnc2SCC(=O)NC2CCCC2)cc1	-3.5	0.2	-4.9	1.8	-0.4	100.0	-19.4	-0.6	20.8	7.5
CCC(=O)N1CCCc2cc(S(=O)(=O)CCC(=O)Nc3ccccc3C)ccc21	-3.2	-0.1	3.2	-0.8	2.3	95.0	-1.2	2.2	-0.1	4.7
COc1cc2[nH]c(=O)n(CCC(=O)N3CCc4ccccc4C3)c(=O)c2cc1OC	0.5	0.0	0.2	0.7	-0.8	93.0	-2.0	-0.9	-1.8	18.0
CCCCn1c(N)c(N(CC(C)C)C(=O)CCNC(=O)c2ccc(Cl)cc2)c(=O)[nH]c1=O	-6.3	0.0	0.1	9.5	-0.3	96.0	6.0	2.1	-4.1	-0.2
CC1(C)Cc2ccccc2-c2nnc(SCc3ccccc3)n21	-9.4	0.3	-2.9	-5.3	-1.1	94.0	-4.4	-3.5	-1.1	12.0
Cc1ccc(/C=N\NC(=O)/C(=C\Nc2nccc(C)n2)NC(=O)c2ccccc2)cc1	-6.5	-0.1	8.3	-7.6	0.0	95.0	2.2	-2.8	-1.2	1.8

Reprinted at random: 2 compounds from above
smiles	CaV13 FRET inh	aDG glyco up	H9c2 protect	m5-HT2A agonist	iPSC survival up	ABCB6 inh MLPCN	Vif imaging	Glyco luc inh	Granule exo inh	PDI turbidity
COC(=O)c1ccc(C[n+]2ccccc2)cc1	-6.1	-0.3	7.0	2.4	-0.5	105.0	-3.0	0.8	-7.0	-9.9
CCCCn1c(N)c(N(CC(C)C)C(=O)CCNC(=O)c2ccc(Cl)cc2)c(=O)[nH]c1=O	-6.3	0.0	0.1	9.5	-0.3	96.0	6.0	2.1	-4.1	-0.2
